Screens from PubChem BioAssay.
CCT chaperon mod: changes cytosolic chaperonin activity. purified chaperonin ATPase assay, HTRF ADP detection, 30 min. activity change, % (no concentration beside the values), hits read low. hit rate 0.3% among 360,000; in the data active = activity change below about -30%; also: % is scaled to controls: 0 for no effect and ±100 for the full control effect
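TRiC at 40 or 20 nM final (batch-dependent) in 30 mM Tris pH 7.4, 100 mM KCl, 5 mM MgCl2, 1 mM DTT, with compound at single 76 uM and 10 uM ATP, 30 min at 37 deg C. ADP detected by HTRF Transcreener, 665/615 ratio.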
Nrf2 activator: Nrf2 pathway activation. AREc32 ARE-luciferase reporter (MCF7-derived line), luminescence, 24 h. Potency, µM (doses to about 46.1 µM), inactives show top-dose activation, actives largely listed as activators. hit rate 0.31% among 410,000; also: potency is read from the fitted curve at half-maximal effect; % of control where 0% means no effect; nearly all actives have a fitted effect of over 65% in size
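Luciferase luminescence (Steady-Glo, 30 min at room temperature) served as the read-out of ARE activation in AREc32 cells treated with compounds for 24 hr at 37 deg C.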
MmCpn inh: blocks the Methanococcus maripaludis chaperonin Mm-Cpn. purified Mm-Cpn ATPase, ADP Transcreener TR-FRET. Potency, µM (highest dose often 76.9 µM), for inactives: at the top dose activity, negative = inhibition, hits mostly inhibitors. hit rate 0.031% among 330,000. AID 504842; also: potency is read from the fitted curve at half-maximal effect; % is scaled to controls: 0 for no effect and ±100 for the full control effect; nearly all actives have a fitted effect of over 80% in size
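Reaction buffer contained 30 mM Tris pH 7.4, 100 mM KCl, 5 mM MgCl2 and 1 mM DTT. Mm-CPN (25 nM final) hydrolysed 10 uM ATP over 30 min at 37°C; ADP was read by HTRF.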
A549 viability: counter-screen for Nrf2 inhibitors: cytotoxicity in A549 cells; A549 ARE-Fluc cells, CellTiter-Fluor viability, 18-24 h; Potency, µM (titrated, usually from 46 µM), without a hit: at the top dose activity change, negative = cytotoxicity, actives largely listed as inhibitors; hit rate 0.16% among 390,000; AID 504648; also: potency is read from the fitted curve at half-maximal effect; % is scaled to controls: 0 for no effect and ±100 for the full control effect
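Cytotoxicity counterscreen: CellTiter-Fluor fluorescence was measured in A549 ARE_Fluc cells after 18-24 h of compound exposure in a concentration series. The subsequent BugLite luminescent read reports ARE-luciferase activity.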
TGFb SMAD3 inh: inhibitors of TGF-b signaling | HepG2 CAGA-GFP TGF-b/SMAD3 reporter, GFP fluorescence, 18 h; TGF-beta stimulated, 500 pg/mL final | Potency, µM (titrated, usually from 46.1 µM), inactives show at the top dose activity, negative = inhibition, usual class: inhibitors | hit rate 1.2% among 410,000; also: potency is read from the fitted curve at half-maximal effect; % is scaled to controls: 0 for no effect and ±100 for the full control effect; nearly all actives have a fitted effect of over 65% in size
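HEPG2 CAGA-GFP reporter cells (1000/well, DMEM with 1% FBS) received compounds, then recombinant TGF-beta at 500 pg/mL final for 18 hours at 37 degrees C. Per-cell GFP summed per well was normalised to unstimulated and stimulated DMSO controls before curve fitting.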
HepG2 tox: kills HepG2 cells in TGF-b inhibitor counter-screen; HepG2 CAGA-GFP viability, ATP luminescence, 18 h; Potency, µM (highest dose often 46.1 µM), for inactives: top-dose activity change, negative = cytotoxicity, usual class: cytotoxic; hit rate 0.76% among 410,000; also: potency is read from the fitted curve at half-maximal effect; some results filed as inactive show a strong effect at the top dose
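CellTiter-Glo luminescence gave cytotoxicity after 18 hours at 37 degrees C. The cells were HepG2 CAGA-GFP in 1% FBS DMEM, stimulated with 500 pg/mL TGF-beta after compound addition. %Activity was normalised to no-cell wells (complete cell-killing) and DMSO (no toxicity), and curves were fitted and classified.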
Abeta yeast res: compounds reversing amyloid beta toxicity in yeast; Potency, µM (titrated, usually from 46.1 µM), for the others: at the top dose growth rescue, actives largely listed as activators; yeast expressing A-beta42, growth rescue, OD600, 48 h; response scale: 0% DMSO, 100% iron-clioquinol control; AID 1347071; hit rate 0.063% among 410,000; also: potency is read from the fitted curve at half-maximal effect; nearly all actives have a fitted effect of over 55% in size
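Growth rescue measured by 600 nm absorbance after 48 h yeast culture at 30 C with compound. Values normalized between DMSO and an equimolar ferric chloride plus clioquinol control.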
Nrf2 block: inhibitors of Nrf2 signaling. Potency, µM (series often up to 46 µM), for inactives: at the highest dose activity change, negative = inhibition, hits mostly inhibitors. A549 ARE-Fluc reporter, luciferase luminescence, 18-24 h. hit rate 2.1% among 360,000; also: potency is read from the fitted curve at half-maximal effect; % is scaled to controls: 0 for no effect and ±100 for the full control effect; nearly all actives have a fitted effect of over 60% in size
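Concentration-response testing used A549 ARE_Fluc cells at 5000 cells/well. Following an 18-24 h compound incubation, viability was read by fluorescence (Ex 405/Em 525) and luciferase output by luminescence.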
pAkt inh: inhibitors of Akt phosphorylation | Neuro2A IGF-stimulated pAkt S473 HTRF, 20 min; stronger effect = lower value | activity change, % for hits at 50 µM | hit rate 0.32% among 360,000 | AID 651550; in the data active = activity change below about -80%; inconclusive = mostly about -51% to -80%; also: % is scaled to controls: 0 for no effect and ±100 for the full control effect
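Neuro2A cells in DMEM with 0.5% FBS, overnight at 37 deg C, given compound at single 50 µM final, then IGF (6 nM final) for 20 min at 37 deg C. Lysed; phospho-Akt Ser473 by HTRF after 24 h, 665/615 ratio.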
* hit, by the source's call; i = inactive; ? = inconclusive; . = no result given; [ ] = dose if it differs, or a comment. Unless noted, calls follow the shape of the dose curve; as a rule, active = well fitted curve in the direction sought with a large enough effect; inconclusive = small, poorly fitted or top-dose-only effect, or another doubt; inactive = no such curve, though single readings can be large; an effect the other way counts as inactive or inconclusive.

SMILES	CCT chaperon mod	Nrf2 activator	MmCpn inh	A549 viability	TGFb SMAD3 inh	HepG2 tox	Abeta yeast res	Nrf2 block	pAkt inh
COc1ccccc1N(C)S(=O)(=O)c1ccc(C(=O)OCC(=O)Nc2ccccc2F)cc1	-2.0	-0.6%	0%	0%	-16%	7%	-8%	5%	i
Cc1cc(NS(=O)(=O)c2ccc(NC(=O)Cc3ccc(Cl)c(Cl)c3)cc2)no1	2.4	-0.7%	-2%	1%	0%	-8%	-5%	-14%	i
CC1(C)CC(=O)N(CC(=O)N2CCN(c3ncccn3)CC2)c2ccccc2S1(=O)=O	-1.4	-1.1%	-3%	7%	3%	0%	-16%	9%	i
COC(=O)Cn1c(C(F)(F)F)nc2ccccc21	-0.5	0.0%	-1%	5%	12%	16%	18%	-8%	i
CCN1CCN(C(=S)c2ccc(Cl)cc2)CC1	-10	-0.2%	-2%	8%	0%	1%	16%	16%	-115%*
Cc1ccc(-c2cc(C(=O)NN3CCOCC3)c3cc(Br)ccc3n2)o1	-4.2	-0.4%	-7%	-10%	-3%	-5%	4%	?	i
Cc1cc(C)c2c(CN3CCCCC3)cc(=O)oc2c1	0.2	0.3%	1%	2%	7%	-12%	-21%	11%	i
N#Cc1ccc(CSc2nnc(Nc3ccccc3)s2)cc1	-1.8	0.8%	-2%	-20%	-10%	-35%	-2%	?	i
CSc1ncc(CN2CCN(C(C)C)C(CCO)C2)cn1 (stereo unspecified)	0.8	-0.5%	0%	14%	-2%	9%	11%	?	i
CC(=O)N1CCN(C(=O)c2cccc(S(=O)(=O)N3CCOCC3)c2)CC1	-2.4	-0.5%	-1%	-1%	2%	4%	-19%	-4%	i
COc1ccccc1-c1cc(SC)c(C#N)c(=O)o1	-4.1	31%	-1%	?	?	-62%	-19%	2%	i
O=c1o[nH]c(-c2ccccc2)c1C=Nc1ccc(Cl)cc1	-0.1	2.1%	-1%	-2%	6%	4%	-14%	7%	i
Cc1cc(C)c2nc(N(CCCN(C)C)C(=O)c3ccc4c(c3)CCCC4)sc2c1	3.6	-0.4%	2%	?	?	-60%	-13%	?	i
O=c1oc2c3c4c(cc2c2c1CCC2)OCCN4CCC3	-1.2	0.5%	-4%	?	1%	-9%	-11%	-10%	i
COc1ccc(CN2CCN(C(=O)C3CC(=O)N(C4CCCCCC4)C3)CC2)c(OC)c1OC (stereo unspecified)	-0.1	0.0%	-1%	-3%	8%	-1%	10%	?	i
CCOc1ccccc1N1CCN(C(=O)c2cccc(S(=O)(=O)N3CCOCC3)c2)CC1	-0.5	-0.1%	0%	1%	?	-9%	-3%	-5%	i
CC(=O)c1cccc(NC(=O)C2CCCN2S(=O)(=O)c2cccs2)c1 (stereo unspecified)	-1.8	0.6%	.	.	-8%	-11%	-5%	.	i
CC1CCc2sc3nc(NCc4ccco4)n4ncnc4c3c2C1 (stereo unspecified)	-1.2	10%	-2%	-3%	?	-29%	-59%[inhibitor]	?	i
Cc1ccc(CCCOC(=O)CN2CCCCC2)cc1	3.0	-0.7%	1%	-10%	-1%	0%	-7%	4%	i
O=C(Nc1ccc(Cl)c(Cl)c1)Nc1nnc(CC2=CCCCC2)s1	0.8	0.1%	0%	-6%	?	3%	-14%	10%	i
COc1cccc(C2C(C(=O)Nc3ccc(Cl)cc3)=C(C)Nc3nc4ccccc4n32)c1 (stereo unspecified)	.	-1.1%	.	3%	2%	8%	-11%	11%	.
O=C(CNC(=O)c1ccccc1)N/N=C/c1ccc([N+](=O)[O-])s1	1.1	0.2%	1%	?	11µM*	14µM*	-7%	?	i
CC(=O)c1ccc(-c2ccc([C@H]3[C@@H]4C=CCC[C@@]4(C)C(=O)N3Cc3ccccc3)c(F)c2)cc1	-3.0	-0.8%	-3%	-28%	?	-15%	-8%	23µM*	i
COc1ccc(C(=O)NNC(=O)CCn2nnc(-c3ccc(Cl)cc3)n2)cc1OC	3.5	0.1%	1%	1%	0%	-162%	-14%	1%	i
COc1ccccc1CNC(=O)Cc1ccccc1	1.6	-0.5%	3%	-2%	-11%	5%	9%	?	i
SMILES	CCT chaperon mod	Nrf2 activator	MmCpn inh	A549 viability	TGFb SMAD3 inh	HepG2 tox	Abeta yeast res	Nrf2 block	pAkt inh
O=C(NCCCCc1ccccc1)c1ccc(Br)cc1	2.1	8.3%	-5%	?	1%	-3%	-51%[inhibitor]	?	i
CCCC(=NCc1ccccc1)C1=C(O)C(C(=O)OC)C(C)(C)CC1=O (stereo unspecified)	-5.0	-0.3%	-2%	-5%	23%	3%	-4%	-13%	i
CC(=O)Nc1cccc(C(=O)OCC(=O)NC(C)c2ccc(F)cc2)c1 (stereo unspecified)	-4.8	-0.8%	2%	7%	14%	-8%	9%	-1%	i
COc1ccc(-c2nc3nc(C)cc(=O)n3[nH]2)cc1	1.0	0.2%	1%	1%	-9%	0%	0%	-20%	i
Clc1ccc(-c2csc(N/N=C/c3cccnc3)n2)c(Cl)c1	1.9	5.3%	-2%	2%	-5%	-45%	1%	13µM*	i
O=C(OCc1ccccc1)N1C=CC2CC1c1c(Cl)cccc12 (stereo unspecified)	-2.5	-0.1%	.	12%	-22%	-22%	17%	-5%	i
Cc1ccc2oc3nc(C)c(C(=O)Nc4cccc(C(F)(F)F)c4)cc3c(=O)c2c1	-4.3	-0.3%	1%	7%	0%	1%	-21%	-14%	-93%*
COc1ccccc1OCCCN1CCC(C(O)(c2ccccc2)c2ccccc2)CC1	-1.8	6.0%	.	.	.	.	4%	.	i
Cc1nn(C)cc1CNC(=O)Nc1cccc(Cl)c1	-25	1.9%	1%	-1%	-9%	-20%	13%	?	i
O=C1CC(c2nnc(Cc3cccc(Cl)c3)o2)CN1c1ccccc1 (stereo unspecified)	.	-0.3%	.	4%	-11%	-11%	-31%	-19%	.
Cc1ccc(C)c(C2=CSC3=NCCN23)c1	-1.3	0.1%	0%	18%	?	-1%	-7%	.	i
COc1ccc(NC(=O)Cc2nnc(SCC(=O)c3ccc(F)cc3)n2C)cc1	0.2	-0.3%	1%	-9%	-9%	9%	-2%	?	i
CCc1nnc(NC(=O)OCc2ccccc2)s1	0.5	0.4%	-1%	-3%	0%	-25%	3%	19%	i
O=C(NC1CCCC1)C(c1cc2c(cc1[N+](=O)[O-])OCO2)N1CCCC1 (stereo unspecified)	-0.3	3.0%	3%	0%	1%	-28%	-8%	29%	i
CN(/N=C/c1ccccc1)C(=S)c1ccccc1	4.3	4.4%	.	1%	-30%	-17%	13%	18%	i
COc1ccc(C)cc1NC(=O)CN(Cc1nnc(-c2ccc(Cl)cc2)o1)C1CCCC1	0.9	3.7%	-9%	-11%	-27%	-30%	-19%	-27%	i
Cc1cccc(-n2nnnc2SCC(=O)c2cc(C)n(Cc3ccco3)c2C)c1	-0.2	0.1%	0%	-11%	?	-57%	6%	?	i
CC1(C)NC(=O)N(CCOCCOc2ccccc2)C1=O	-1.6	0.5%	0%	1%	16%	-6%	1%	-1%	i
Cc1ccc(C)c(SCC(=O)NNC(=O)c2csc(N3CCOCC3)n2)c1	2.2	0.1%	1%	0%	-1%	-5%	-4%	1%	i
CCN1CCN(C(=O)c2ccc3c(c2)N(Cc2ccc(Cl)cc2)C(=O)c2ccccc2S3(=O)=O)CC1	.	4.3%	.	-1%	?	-39%	-4%	14%	.
CCCN(CC(=O)Nc1ccccc1C)C(=O)C1CCN(S(=O)(=O)c2ccccc2C(F)(F)F)CC1	-1.6	-0.3%	-2%	-2%	-4%	7%	4%	?	i
Cc1ccc(NC(=O)CSc2nc3[nH]ncc3c(=O)[nH]2)cc1	-4.5	0.4%	1%	9%	7%	1%	-2%	9%	i
COc1cc(C2c3c(oc4ccccc4c3=O)C(=O)N2c2nncs2)cc(OC)c1OC (stereo unspecified)	.	-0.6%	.	-1%	-8%	-17%	-22%	0%	.
Cc1ccc(/C=N/n2c(-c3cccc(Cl)c3)n[nH]c2=S)o1	-0.9	9.6%	1%	-4%	4%	-77%	19%	1%	i
O=C(Cn1c(=O)oc2cc(S(=O)(=O)N3CCCC3)ccc21)Nc1ccccc1Br	-0.5	-0.1%	-1%	4%	-11%	-11%	-1%	11%	i

Quoted from the listing:
HepG2 tox with O=C1CC(c2nnc(Cc3cccc(Cl)c3)o2)CN1c1ccccc1 (stereo unspecified) stands at -11%
A549 viability with Cc1ccc(NC(=O)CSc2nc3[nH]ncc3c(=O)[nH]2)cc1 stands at 9%

(continued)
SMILES	CCT chaperon mod	Nrf2 activator	MmCpn inh	A549 viability	TGFb SMAD3 inh	HepG2 tox	Abeta yeast res	Nrf2 block	pAkt inh
COc1ccc(-c2ccccc2)cc1NCc1ccccc1C	0.8	1.0%	-1%	12%	-5%	-28%	-8%	25%	i
CCCC(=O)c1ccc(N2CCCCC2)c(F)c1	-0.3	-0.5%	0%	-2%	4%	7%	17%	12%	i
Cc1c(O)c(=O)ccn1Cc1ccccc1	-0.7	-2.2%	0%	-8%	-15%	-15%	-22%	?	i
O=C(Cn1nc(-c2cccc(Cl)c2)ccc1=O)NCC1COCCO1 (stereo unspecified)	-0.1	0.5%	-8%	1%	10%	9%	-10%	-7%	i
Cc1cc(N2CCOCC2)ccc1/C=C1\NC(=O)N(Cc2ccccc2)C1=O	1.1	-0.5%	0%	-4%	11%	20%	-7%	?	i
O=C(NCC(=O)N(Cc1ccc(F)cc1)C(C(=O)NCC1CCCO1)c1ccccc1)c1ccco1 (stereo unspecified)	-1.6	-0.9%	3%	4%	-20%	-13%	8%	9%	i

Not a hit list; overall some 4.3% were active at least once.
